Compound activity: PubChem BioAssay, The Scripps Research Institute Molecular Screening Center
SRC3 TRFRET art: flags TR-FRET format artefacts in PPARgamma SRC-3 recruitment agonist screen. TR-FRET artefact counter-screen, PPARgamma/SRC-3 format; stronger effect = higher value. TR-FRET ratio at 8 µM. 99,000 compounds, 0.39% hits. AID 1048; in the data active = TR-FRET ratio above about 2000; note: inactives centre near 1600; reference of the scale not given here
SRC1 TRFRET art: TR-FRET artefact, counter-screen to PPARgamma/SRC-1 agonist assay; TR-FRET detection artefact counter-screen, emission ratio; stronger effect = higher value; AID 1051; TR-FRET ratio at 8 µM; 99,000 compounds, 0.34% hits; in the data active = TR-FRET ratio above about 2300; note: inactives centre near 1800; reference of the scale not given here
Numbers without * were called inactive.

Below each compound – SRC3 TRFRET art, SRC1 TRFRET art
- Cc1cc(C(=O)N/N=C/C=C/c2cccc([N+](=O)[O-])c2)n[nH]1
  1546, 1815
- Cc1ccccc1OCc1nc2ccccc2c(=O)n1/N=C/c1cn[nH]c1-c1ccc(Br)cc1
  1698, 1863
- Cn1c(N)c(C(=O)COC(=O)CCc2nc3ccccc3s2)c(=O)n(C)c1=O
  1558, 2126
- CC1=CN2C(=N)/C(=C/c3ccco3)C(=O)N=C2S1
  1800, 1772
- CCOC(=O)C1(Cc2ccccc2C(F)(F)F)CCN(C2CCC2)CC1
  1735, 1732
- N#Cc1ccccc1Cn1c(=O)n(Cc2ccc(C(=O)NCc3ccco3)cc2)c(=O)c2ccccc21
  1401, 1950
- c1ccc(-n2nnnc2Cc2nnnn2-c2ccccc2)cc1
  1686, 1723
- Cc1ccc(C(=O)Nc2nnc(CC(=O)N/N=C/c3ccncc3)s2)cc1
  1646, 1959
- Cc1c(Nc2nc(C(F)(F)F)nc3ccccc23)c(=O)n(-c2ccccc2)n1C
  1651, 1757
- O=C1OC(c2ccc(F)cc2)=N/C1=C\c1ccc(Br)o1
  1834, 1878
- COc1ccc(-c2nnc(S/C(=C/c3ccc(Cl)cc3)C(=O)O)o2)cc1
  1690, 1926
- Cc1ccc(S(=O)(=O)N2CCC(=O)N(CCOCc3cccc(Cl)c3)CC2)cc1
  1486, 1900
- CN1CCN(C(=S)c2ccc(-c3cccc(Cl)c3Cl)o2)CC1
  1599, 1739
- N/C(=N\OC(=O)c1cc(Cl)ccc1Cl)c1ccncc1
  1634, 1842
- COc1cccc(Nc2nc(-c3cccs3)nc3ccccc23)c1
  1607, 1826
- CC(=O)N/N=C(\C)CC(=O)Nc1cccc2c1CCCC2
  1615, 1712
- CCOC(=O)c1cc(NCc2cccs2)ccc1N1CCOCC1
  1595, 1974
- CCn1cc([N+](=O)[O-])c(C(=O)N2CCOCC2)n1
  1671, 1660
- CS(=O)(=O)N1N=C(c2cccs2)CC1c1ccc(Cl)o1 (stereo not drawn)
  1516, 1743
- COc1ccccc1-c1ccc(=O)n(CC(=O)NCc2ccco2)n1
  1680, 1850

Other entries.
Below each compound – SRC3 TRFRET art, SRC1 TRFRET art
- Cc1ccccc1NC(=O)CN1C(=O)S/C(=C\c2ccc(-c3cccc(C(=O)O)c3C)o2)C1=O
  1578, 1738
- NC(=O)[C@@H]1CCCCNc2c(F)cc([N+](=O)[O-])cc2C(=O)N[C@@H](CC(=O)O)C(=O)NCC(=O)N1
  1492, 1751
- Cc1cc(C)c(OCC(O)CNC(C)(C)C)c(C)c1 (stereo not drawn)
  1525, 1857
- O=C(Nc1ccc([N+](=O)[O-])cc1)c1nc[nH]c1C(=O)NC1CCCCC1
  1442, 1809
- O=C(CN1CCOCC1)Nc1c(C(=O)C2CC2)oc2ccccc12
  1685, 1803
- CC1CC=C2C(C#N)=C(N)C(C#N)(C#N)C(c3cccs3)C2C1 (stereo not drawn)
  1548, 1787
- CC(C)CCNCC1OCc2ccccc2CO1
  1493, 1617
- C=C(C)c1cccc(C(C)(C)NC(=O)Nc2ccc(C(N)=O)cc2)c1
  1335, 1627
- Cc1ccnc2c1NC(=O)c1cccnc1N2C1CC1
  1393, 1672
- COc1cc(NC(=O)c2c(F)cccc2F)c(Cl)cc1Cl
  1573, 1592
- COc1ccc(CC(=O)Nc2ccccc2Oc2ccccc2)cc1
  1509, 1501
- O=C(COc1ccccc1F)NCc1ccc(-n2cccc2)cc1
  1506, 1612
- COCC(=O)N/N=C(\C)CC(=O)NCc1ccco1
  1592, 1688
- C=CCNCCOc1cccc(Br)c1
  1647, 1694
- COc1ccc(-n2c(C)cc(C(=O)Cn3nc(C(=O)O)c4ccccc4c3=O)c2C)cc1
  1472, 1612
- Clc1ccc(COn2ccnc2)cc1Cl
  1597, 1738
- Cc1nnsc1C(=O)N/N=C/c1ccc2ccccc2c1O
  1504, 1489
- Cc1ccc(-n2nnnc2-c2nc3ccccc3s2)cc1
  1706, 1670
- CCCCOC(=O)CSC1=C(C#N)C(c2cccnc2)C(C(=O)OCC)=C(c2ccccc2)N1 (stereo not drawn)
  1670, 1698
- O=S(=O)(/C=C/c1ccccc1)NC1CCCCCCC1
  1561, 1913

Remaining list, next part:
Below each compound – SRC3 TRFRET art, SRC1 TRFRET art
- CCCCC(c1nnnn1CC1CCCO1)N1CCN(c2ccccc2)CC1 (stereo not drawn)
  1735, 1790
- Cc1nnc(SCC2CCCO2)n1-c1ccccc1 (stereo not drawn)
  1588, 1802
- CCCCCCCCCCC[C@@H](C[C@@H]1OC(=O)[C@H]1CCCCCC)OC(=O)[C@H](CC(C)C)NC=O
  1486, 1985
- C=CCNC(=O)c1c(Br)cnn1-c1ccc(C)cc1
  1483, 1534
- NS(=O)(=O)c1ccc(NC(=S)Nc2ccc(F)c(F)c2)cc1
  1456, 1895
- CC(=O)Nc1ccc(-c2ccnc(-c3ccc(NC(C)=O)cc3)n2)cc1
  1629, 1646
- CC(C)C(=O)N1CCN(c2ccc([N+](=O)[O-])c(NC(C)c3ccccc3)c2)CC1 (stereo not drawn)
  1558, 1855
- O=C(Nc1ccccc1)c1ccc(=O)n(Cc2ccc(F)c(F)c2)c1
  1526, 1802
- CCN(CC)C(=O)c1cn(CCC#N)nc1-c1ccc(F)cc1
  1563, 1759
- Cc1cccc(N2CCN(C(=O)c3cc(=O)[nH]c4ccccc34)CC2)c1C
  1712, 1859
- Cc1cc(C)n2nc(C(=O)OCC(=O)c3c[nH]c4ccccc34)nc2n1
  1634, 2055
- CCOc1ccc2nc(SC3CC(=O)N(c4ccc(OC)cc4OC)C3=O)sc2c1 (stereo not drawn)
  1746, 1705
- Nc1cnc(-c2ccccc2)nc1Cl
  1713, 1981
- Cc1ccc(C2C3=C(CCCC3=O)Nc3c2c(C)nn3-c2ccccn2)o1 (stereo not drawn)
  1585, 1965
- O=C(Cc1ccccc1)Nn1c(-c2ccccc2F)nc2ccccc2c1=O
  1942, 1851
- COCCCN1C(=O)/C(=C\c2cccs2)C(C(=O)OC)=C1C
  1740, 1594
- CCOC(=O)c1c(NC(=O)c2ccc(Cl)cc2)csc1C
  1736, 1810
- COc1ccc(CN2CCC(CO)(Cc3cccc(C(F)(F)F)c3)CC2)cc1Cn1cccn1
  1523, 1819
- O=c1oc(-c2ccc([N+](=O)[O-])cc2)nc2ccccc12
  1478, 1586
- Cc1ccc(C)c(NC(=S)N(C)CCc2ccccn2)c1
  1698, 1638

Other structures follow:
Below each compound – SRC3 TRFRET art, SRC1 TRFRET art
- Cc1ccc2cccc(SCC(=O)NCc3ccco3)c2n1
  1631, 1752
- CC(C)(C)c1ccc(OCC(=O)NNC(=O)C2CCCO2)cc1 (stereo not drawn)
  1667, 1866
- COc1ccc(/C=C/C(=O)NCCCc2ccccc2)cc1
  1462, 1719
- Cc1nn(-c2ccccc2)c(=O)c2ccccc12
  1755, 1922
- CCCNCc1cc(OC)c(OCC(=O)NCCc2ccccc2)cc1Br
  1500, 1599
- Cc1ccc(C(C)C)c(OCC(=O)NNC(=O)C(C(C)C)N2C(=O)c3ccccc3C2=O)c1 (stereo not drawn)
  1714, 2139
- O=C(N/N=C/c1cn(-c2ccccc2)nc1-c1cc2ccccc2o1)c1cccnc1
  1599, 2175
- O=C(Nc1sc2c(c1CN1CCOCC1)CCC2)c1ccc(F)cc1
  1596, 1897
- Cc1ccccc1C(=O)Nn1c(C)ccc1C
  1552, 1744
- O=C(Cn1c(C(F)(F)F)nc2ccccc21)N=Nc1c(O)[nH]c2ccc(Br)cc12
  1652, 1711
- Cc1ccc(S(=O)(=O)Oc2ccc(/C=C(/NC(=O)c3ccccc3)C(=O)NC(C)C(=O)O)cc2)cc1 (stereo not drawn)
  1697, 1827
- CCOCCCNC(=O)C(NC(=O)c1ccc2c(c1)OCO2)c1ccccc1 (stereo not drawn)
  1562, 1682
- C=CCNC(=S)Nc1cc(Cl)ccc1OC
  1535, 1876
- COCCNC(=O)c1cc(OC)c(OC)cc1[N+](=O)[O-]
  1462, 1595
- CCOC(=O)N1CCN(c2cc(NCCO)c([N+](=O)[O-])c3nonc23)CC1
  1455, 1661
- CC(O)CNCc1ccccc1C(F)(F)F (stereo not drawn)
  1476, 1828
- COc1ccc(-c2ccccc2)cc1NCc1ccc(OC)c(OC)c1
  1596, 1644
- CC(C)(C)c1nnc2sc(SCC(=O)c3ccc4c(c3)OCCO4)nn2c1=O
  1888, 1843
- NC(=O)c1ccc(Nc2nnc(-c3ccc(O)cc3)c3ccccc23)cc1
  1415, 1869
- CN(C)S(=O)(=O)c1ccc(NCC2COc3ccccc3O2)c([N+](=O)[O-])c1 (stereo not drawn)
  1670, 1777

(further entries)
Below each compound – SRC3 TRFRET art, SRC1 TRFRET art
- C/C(CC(=O)NCc1ccccc1)=N\NC(=O)c1cnccn1
  1621, 1852
- O=C(CSc1nc2ccccc2o1)N/N=C/c1ccccc1
  1550, 1684
- Cn1c(N)c(C(=O)COC(=O)CNS(=O)(=O)c2ccc(Cl)c(Cl)c2)c(=O)n(C)c1=O
  1596, 1668
- Cc1ccc(C2NC(=O)CCC2[N+](=O)[O-])cc1 (stereo not drawn)
  1570, 1776
- CCOc1ccc(NC(=S)N2CCC(N(C)CCN3CCOCC3)CC2)cc1
  1532, 1778
- CC1(C)CC(=O)C(N=Nc2ccc(OC(F)F)cc2)=C(O)C1
  1443, 1944
- CC(C)CN=Cc1c(O)c([N+](=O)[O-])cc2oc3c(c12)CCCC3
  1477, 1671
- CC1=C(C(=O)OCC(C)C)C(c2ccc(Br)s2)NC(=O)N1 (stereo not drawn)
  1599, 2110
- CCCC(=O)NCCCc1nc2ccccc2[nH]1
  1562, 1663
- CC1(C)Cc2c(sc3nc[nH]c(=O)c23)CO1
  1635, 1900
- C/C(=N/NC(=O)Cc1cc(=O)[nH][nH]1)c1ccc([N+](=O)[O-])cc1
  1315, 1514
- Nc1ncn(CC(=O)c2ccccc2)n1
  1751, 1953
- CN(C1CCCC1)C1CCN(C(=O)CNC(=O)/C=C/c2ccc(F)cc2)CC1
  1446, 1629
- CC(C)(O)C#Cc1ccc(CN2CCN(CCc3ccccc3)C(CCO)C2)s1 (stereo not drawn)
  1689, 2005
- COc1ccc(CN2C(=O)c3ccccc3C2=O)cc1C(=O)OC(C)C(=O)NC(N)=O (stereo not drawn)
  1549, 1836
- S=C(NCc1ccncc1)NC1CCCCC1
  1620, 1910
- O=C(CSc1nnc(-c2cccs2)o1)OC1CCCCC1
  1586, 1876
- O=C(CCn1c(=S)oc2ccccc21)Nc1ccc(F)cc1
  1616, 1871
- COC(=O)C1=NNC(C(=O)c2ccco2)C1c1ccc(OC)cc1 (stereo not drawn)
  1600, 1635
- O=C(CN1C(=O)C2CC=CCC2C1=O)NC1CCCCC1 (stereo not drawn)
  1328, 1607

(cont.)
Below each compound – SRC3 TRFRET art, SRC1 TRFRET art
- Cc1cccc(NC(=O)CSc2nc3c(oc4ccccc43)c(=O)n2-c2ccccc2)c1
  1505, 1878
- COc1cc(/C=N/Nc2ccccc2[N+](=O)[O-])cc(OC)c1O
  1666, 2284
- CCC(=O)Nc1cccc2ccccc12
  1407, 1777
- COc1ccc(CNC(=O)CCn2c(=O)oc3ccccc32)c(OC)c1
  1668, 1744
- COc1cccc(NC(=O)C2CC2(c2cccc(OC)c2)c2cccc(OC)c2)c1 (stereo not drawn)
  1523, 1772
- C[C@@H](C(=O)N1CCN(C(=O)OC(C)(C)C)CC1)n1cc(CCCN=C(NC(=O)OC(C)(C)C)NC(=O)OC(C)(C)C)nn1
  1551, 1675
- Cc1c(O)c(S(=O)(=O)c2ccccc2)c(=O)n(-c2ccccc2)c1-c1ccccc1
  1822, 1946
- Cc1nn(-c2ccccc2)c(C)c1/C=N/n1cnnc1
  1634, 1893
- O=C(O)c1cccc(Nc2nc(C(F)(F)F)nc3ccccc23)c1
  1520, 1886
- CCC(=O)NC(=S)NNC(=O)COc1ccc(Br)cc1
  1460, 1634
- COc1ccccc1/C=C/C(=O)NCC(=O)N/N=C(\CCC(=O)O)c1ccccc1
  1513, 1720
- Cc1cc(OCC(=O)Nc2ccc(CN3CCCCC3)cc2)ccc1Cl
  1638, 1893
- COc1ccccc1NS(=O)(=O)c1cc(NC(=O)c2cccs2)ccc1N1CCCCC1
  1527, 1774
- Cc1cc(Br)c2c(c1)C(O)(N1CCCCC1C)C(=O)N2 (stereo not drawn)
  1784, 1599
- CCN1CCN(C(=S)Nc2cc(C(=O)OC)ccc2C(=O)OC)CC1
  1661, 1916
- Cc1cc2cc(C#N)c(N3CCN(S(C)(=O)=O)CC3)nc2cc1C
  1549, 1865
- CC(=O)CCC(=O)c1ccc2ccccc2c1
  1518, 1874
- CCOc1ccccc1OCCCNCc1ccco1
  1528, 1490
- O=C(c1ccc(C(F)(F)F)cc1)N1CCCCC1
  1424, 1646
- COc1ccc(N2C(=O)CCC(C(=O)N(C)CCc3ccccn3)C2c2ccc(OC)c(OC)c2)cc1 (stereo not drawn)
  1702, 1845
- CCCCn1c(SCc2nc(N)nc(N3CCCCC3)n2)nc2c1c(=O)n(C)c(=O)n2C
  1291, 1796
- COc1ccc(-c2nc(-c3ccccn3)nc(N3CCN(C)CC3)c2C#N)cc1
  1546, 1719
- CCn1c2ccccc2c2nnc(SCC(=O)c3c(N)n(C)c(=O)n(C)c3=O)nc21
  1581, 1762

Given in markdown: 6 of the compounds above
| Molecule | SRC3 TRFRET art | SRC1 TRFRET art |
| --- | --- | --- |
| CCC(=O)Nc1cccc2ccccc12 | 1407 | 1777 |
| COc1ccc(CNC(=O)CCn2c(=O)oc3ccccc32)c(OC)c1 | 1668 | 1744 |
| COc1cccc(NC(=O)C2CC2(c2cccc(OC)c2)c2cccc(OC)c2)c1 (stereo not drawn) | 1523 | 1772 |
| C[C@@H](C(=O)N1CCN(C(=O)OC(C)(C)C)CC1)n1cc(CCCN=C(NC(=O)OC(C)(C)C)NC(=O)OC(C)(C)C)nn1 | 1551 | 1675 |
| Cc1c(O)c(S(=O)(=O)c2ccccc2)c(=O)n(-c2ccccc2)c1-c1ccccc1 | 1822 | 1946 |
| Cc1nn(-c2ccccc2)c(C)c1/C=N/n1cnnc1 | 1634 | 1893 |

The list is partial; rates above refer to the full screens.
